Compound activity deposited in PubChem BioAssay by several laboratories.
TRPC6 inh = mouse TRPC6 channel inhibitors, primary screen, cell-based, HEK293, membrane potential dye | Short transient receptor potential channel 6 (Mus musculus), Q61143 | ACh-evoked depolarization; active compounds read low | B-score at 10 µM | hit rate 1.1% among 310,000;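 active = B-score under library mean minus 3 SD, initial fluorescence not abnormally high, positive integrated signal ratio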;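 also: B-score derived from integrated fluorescence ratio over the kinetic read; more negative B-score means stronger inhibition of depolarization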
TRPC4 block = inhibitors of mouse TRPC4 channel, primary screen, Fluo4 calcium, HEK293 TRPC4beta/mu-opioid cells | Short transient receptor potential channel 4 (Mus musculus), Q9QUQ5 | DAMGO-evoked Fluo4 calcium flux; active compounds read low | B-score at 10 µM | hit rate 0.39% among 300,000;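 active = B-score over 3 SD under the library average, no early fluorescence shift, positive overall ratio signal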
Target sequence (Q9QUQ5 whole entry, looked up): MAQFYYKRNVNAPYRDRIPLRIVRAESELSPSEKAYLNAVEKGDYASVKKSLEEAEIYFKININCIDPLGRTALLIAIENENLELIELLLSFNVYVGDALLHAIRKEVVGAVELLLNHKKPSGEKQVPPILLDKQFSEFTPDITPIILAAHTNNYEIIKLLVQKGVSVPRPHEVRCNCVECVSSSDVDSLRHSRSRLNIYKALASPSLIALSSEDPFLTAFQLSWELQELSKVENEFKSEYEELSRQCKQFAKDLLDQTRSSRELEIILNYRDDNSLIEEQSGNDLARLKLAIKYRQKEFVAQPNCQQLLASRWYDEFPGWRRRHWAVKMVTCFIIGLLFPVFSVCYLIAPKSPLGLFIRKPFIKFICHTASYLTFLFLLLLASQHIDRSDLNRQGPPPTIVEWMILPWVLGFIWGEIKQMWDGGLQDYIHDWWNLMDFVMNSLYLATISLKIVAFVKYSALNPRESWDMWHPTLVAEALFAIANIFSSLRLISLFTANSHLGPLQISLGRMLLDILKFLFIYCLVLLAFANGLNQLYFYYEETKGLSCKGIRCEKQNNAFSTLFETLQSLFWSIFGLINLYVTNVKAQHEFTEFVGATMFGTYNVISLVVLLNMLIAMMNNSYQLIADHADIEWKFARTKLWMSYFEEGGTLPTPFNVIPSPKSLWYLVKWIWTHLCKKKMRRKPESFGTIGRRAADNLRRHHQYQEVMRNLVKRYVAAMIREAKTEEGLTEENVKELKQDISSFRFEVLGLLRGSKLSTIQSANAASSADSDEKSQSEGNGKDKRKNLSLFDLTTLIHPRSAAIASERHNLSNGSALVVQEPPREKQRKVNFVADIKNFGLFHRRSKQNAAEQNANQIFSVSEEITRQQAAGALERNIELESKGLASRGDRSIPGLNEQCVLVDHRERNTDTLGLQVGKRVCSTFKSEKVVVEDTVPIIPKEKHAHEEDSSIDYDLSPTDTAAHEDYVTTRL
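System: stable TRPC4beta/mu-opioid receptor HEK293 cells; Dosing: single-point compound dosing; Measured by: Fluo4 Ca2+ flux fluorescence; Read-out basis: per-well B score of integrated baseline-normalized Fluo4 ratio.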
TRPC6 activator = mouse TRPC6 channel activators, primary screen, cell-based, HEK293, membrane potential dye; hit rate 0.13% among 310,000; HEK293-TRPC6 membrane potential dye fluorescence; active compounds read high; B-score at 10 µM; Short transient receptor potential channel 6 (Mus musculus), Q61143;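 active = B-score of the integrated fluorescence ratio above library mean plus 3 SD, and starting fluorescence ratio within library mean plus 5 SD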;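 also: higher score means more depolarization so channel activation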
TRPC4 agonist = activators of mouse TRPC4 channel, primary screen, Fluo4 calcium, HEK293 TRPC4beta/mu-opioid cells; AID 2237, 2010; Fluo4 calcium fluorescence; active compounds read high; hit rate 0.49% among 310,000; B-score at 10 µM;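 active = B-score above 5 SD of library B-scores, and initial fluorescence ratio not above library mean plus 5 SD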;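 also: positive B-score marks a calcium rise read as TRPC4 activation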
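System: HEK293 cells stably co-expressing mouse TRPC4beta and mu-opioid receptor; Schedule: Fluo4 dye loading 45 min at room temperature, 110 s recording; Detection: Fluo4 fluorescence, kinetic; Evaluation: B-scored integrated calcium fluorescence ratio; Controls: buffer (low) and maximal DAMGO (high).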
MrgX1 antag = antagonists of human MrgX1 receptor, primary screen, HEK293 cells, Fluo-4 calcium flux. Mas-related G-protein coupled receptor member X1 (Homo sapiens), Q96LB2. BAM8-22 antagonism; active compounds read low. B-score at 10 µM. hit rate 1.3% among 310,000. AID 588676, 2011;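 active = calcium-response B-score plate-corrected more than 3 library SD below zero, starting fluorescence within 5 deviations, no agonist response on first addition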;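 also: peak minus trough fluorescence over baseline after final BAM8-22 challenge near maximal dose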
KLF5 inh = KLF5 expression inhibitors, primary screen, DLD-1 cells, luminescence | inhibition, % at 5 µM | DLD-1 KLF5 promoter-luciferase reporter | hit rate 0.23% among 290,000;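 active = inhibition above a per-plate limit of that plate's mean compound inhibition plus 3 SD, cut at about 60% in these data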;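 also: 0% = DMSO wells and 100% = LY294002 at 200 µM; higher means less KLF5 promoter-driven luciferase light; inactives centre near -14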
TRPC4 PAM = positive allosteric modulators of TRPC4, primary screen, cell-based, mouse TRPC4beta, HEK293 mu-opioid, Fluo-4 calcium | Short transient receptor potential channel 4 (Mus musculus), Q9QUQ5 | DAMGO EC20, Fluo-4 Ca2+ flux; active compounds read high | B-score at 10 µM | hit rate 0.42% among 310,000;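 active = B-score of calcium response area above 5 SD of library B-scores, with initial fluorescence ratio within 5 SD of library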;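 also: B-score of integrated fluorescence ratio over time as area under calcium response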
IEC-6 cytotox = cytotoxicity in IEC-6 intestinal epithelial cells, primary screen, cytotoxicity control for KLF5 inhibitor project, cell-based, luminescence; IEC-6 cytotoxicity, luminescence viability; inhibition, % at 5 µM; hit rate 0.78% among 290,000; in the data active = inhibition above about 22%;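 also: 0% = plate median of test compound wells and 100% = cytotoxic reference compound wells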
aSyn UTR inh = MLPCN primary screen, SNCA 5' untranslated region. alpha-synuclein 5'UTR reporter, inhibitor activity. inhibition, % (tested at 7.5 µM). hit rate 0.82% among 300,000. AID 1813, 2009; in the data active = inhibition above about 60%;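 also: H4 neuroglioblastoma cells stably carrying SNCA 5'UTR luciferase fusion; 0% = DMSO wells and 100% = positive control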
SKKanGAS inh = S. pyogenes SKKanGAS growth inhibitors in kanamycin, primary screen, streptokinase expression inhibitor project, SKKanGAS strain, BacTiter-Glo luminescence; 6 h; AID 1662, 2009; hit rate 1.3% among 300,000; inhibition, % at 7.5 µM;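 active = mean replicate score, as percent of positive control median, at least 50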;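 also: strain carries kanamycin resistance gene driven by streptokinase promoter and grows in 40 µg/ml kanamycin; loss of luminescence reflects streptokinase promoter inhibition or plain growth inhibition; 0% = median of DMSO wells and 100% = positive control at its reference dose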
HIF act = HIF pathway transcriptional activators, primary screen, cell-based, U2OS HRE-luciferase, luminescence; U2OS HRE-luciferase reporter; normalized: DMSO 0%, desferrioxamine 100%; activation, % at 7.5 µM (by protocol); hit rate 0.32% among 300,000; AID 1910, 2009;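 active = mean activation of at least 10% of the iron chelator positive control signal, with at least half of replicates also reaching 10%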
Numbers without * were called inactive; i = inactive; . = not tested or not shown.

SMILES	TRPC6 inh	TRPC4 block	TRPC6 activator	TRPC4 agonist	MrgX1 antag	KLF5 inh	TRPC4 PAM	IEC-6 cytotox	aSyn UTR inh	SKKanGAS inh	HIF act
C/C=C(\C)CN1CCc2cc(OC)c(OC)cc2C1	i	i	i	i	i	-5	i	0	17	4	-0.3
CC(CC(=O)NC(C)c1ccc2c(c1)OCCO2)c1ccccc1 (stereo not drawn)	i	i	i	i	i	-8	i	-1	18	-5	-0.4
COc1ccc(C2C(C(C)=O)=C(O)C(=O)N2c2ccc(O)cc2)cc1 (stereo not drawn)	i	i	i	i	i	-26	i	-10	-22	-4	-1.7
COc1ccc(-c2cc(C(F)(F)F)n3nc(C(=O)NCc4ccco4)cc3n2)cc1	i	i	i	i	i	-12	i	-4	0	11	0.1
COc1ccc2c(c1)C(=O)N(c1ccccc1OC)C(=O)C2	i	i	i	i	i	7	i	-4	9	8	2.1
COC(=O)Cc1ccc(NC(=S)NCc2ccco2)cc1	i	i	i	i	i	-35	i	-5	-17	-2	-0.1
Cc1nc2c(c(=O)c3ccccc3n2C)c(=O)n1C1CCCCCC1	i	i	i	i	i	-24	i	0	-6	-17	0.3
O=C(O)C1(NS(=O)(=O)c2ccc(Cl)cc2)CCCCC1	i	i	i	i	i	-38	i	1	1	-7	0.9
O=P(c1ccccc1)(c1ccccc1)C(O)c1ccc(Br)cc1 (stereo not drawn)	i	i	i	i	i	-1	i	0	15	2	1.5
Cc1[nH]c(C)c(S(=O)(=O)N2CCN(c3ccccc3)CC2)c1C(=O)N1CCCCC1	i	i	i	i	i	-18	i	-2	-14	-1	-0.2
COc1cc(CNCCc2ccccc2)ccc1OCC(=O)NC(C)(C)C	i	i	i	i	i	-59	i	2	-2	2	-0.5
COc1ccccc1CCC(=O)Nc1nccs1	i	i	i	i	i	-49	i	1	-28	4	-6.0
Cn1c(SCc2cccc(Br)c2)nc2c1c(=O)[nH]c(=O)n2C	i	i	i	i	i	-18	i	4	10	-3	-1.1
FC(F)(F)c1ccc(Cl)c(-n2c(-c3cc(C4CC4)[nH]n3)n[nH]c2=S)c1	i	i	i	i	i	-11	i	1	19	2	-0.9
O=C1NC(=Nc2ccc(O)cc2)S/C1=C\C=C\c1ccco1	i	i	i	i	i	24	i	-2	39	11	1.8
Cc1ccc(S(=O)(=O)NC2CC(C)(C)NC(C)(C)C2)cc1	i	i	i	i	i	-46	i	-1	-5	-5	0.7
Cn1cnnc1Sc1ccc(C(=O)NCCC23CC4CC(CC(C4)C2)C3)cc1[N+](=O)[O-]	i	i	i	i	i	-7	i	-8	26	20	-0.2
O=C(CSCC(=O)N1CCCCC1)OCC(=O)c1c[nH]c2ccccc12	i	i	i	i	i	-2	i	-4	8	-6	-0.1
CC(=O)NCCc1ccc(S(=O)(=O)Nc2ccc(C)c(S(=O)(=O)N3CCOCC3)c2)cc1	i	i	i	i	i	-11	i	2	-5	-6	-0.4
CCCSc1nc2ccsc2c(=O)n1CC	i	i	i	i	i	-31	i	-2	17	15	-0.1
Cc1ccccc1NC(=O)c1cccc(N2C(=O)C3CCC(C)CC3C2=O)c1 (stereo not drawn)	i	i	i	i	i	-13	i	0	-8	1	0.7
CCOc1ccccc1N(C)C(=O)C1CCN(S(=O)(=O)c2cccc3nonc23)CC1	i	i	i	i	i	-23	i	-3	-14	-1	-0.2
O=C(COC(=O)c1cccc(-n2cnnn2)c1)c1ccc(F)cc1	i	i	i	i	i	.	i	.	-30	-7	0.0
O=[N+]([O-])c1cccc(S(=O)(=O)[N-]c2nc3ccccc3nc2-n2cc[n+](Cc3ccccc3)c2)c1	i	i	i	i	i	-3	i	0	-3	10	-0.1
COc1ccc(-c2csc(NC(=O)CSc3nc4ccccc4c(=O)[nH]3)n2)cc1	i	i	i	i	i	-5	i	8	-49	12	0.4

At a glance, three of the compounds above:
SMILES	TRPC6 inh	TRPC4 block	TRPC6 activator	TRPC4 agonist	MrgX1 antag	KLF5 inh	TRPC4 PAM	IEC-6 cytotox	aSyn UTR inh	SKKanGAS inh	HIF act
Cc1ccc(S(=O)(=O)NC2CC(C)(C)NC(C)(C)C2)cc1	i	i	i	i	i	-46	i	-1	-5	-5	0.7
Cn1cnnc1Sc1ccc(C(=O)NCCC23CC4CC(CC(C4)C2)C3)cc1[N+](=O)[O-]	i	i	i	i	i	-7	i	-8	26	20	-0.2
O=C(CSCC(=O)N1CCCCC1)OCC(=O)c1c[nH]c2ccccc12	i	i	i	i	i	-2	i	-4	8	-6	-0.1

Three compounds from above, ordered by number of heavy atoms, high to low.
SMILES	TRPC6 inh	TRPC4 block	TRPC6 activator	TRPC4 agonist	MrgX1 antag	KLF5 inh	TRPC4 PAM	IEC-6 cytotox	aSyn UTR inh	SKKanGAS inh	HIF act
COc1ccc(-c2cc(C(F)(F)F)n3nc(C(=O)NCc4ccco4)cc3n2)cc1	i	i	i	i	i	-12	i	-4	0	11	0.1
CC(CC(=O)NC(C)c1ccc2c(c1)OCCO2)c1ccccc1 (stereo not drawn)	i	i	i	i	i	-8	i	-1	18	-5	-0.4
COc1ccc2c(c1)C(=O)N(c1ccccc1OC)C(=O)C2	i	i	i	i	i	7	i	-4	9	8	2.1

Next section.
SMILES	TRPC6 inh	TRPC4 block	TRPC6 activator	TRPC4 agonist	MrgX1 antag	KLF5 inh	TRPC4 PAM	IEC-6 cytotox	aSyn UTR inh	SKKanGAS inh	HIF act
COCC(=O)N1CCC(Oc2ccc(C(=O)N(C)C3CCCCC3)cc2)CC1	i	i	i	i	i	-13	i	6	-10	-1	0.7
COC(=O)c1c(-c2cccc(C)c2)csc1N	i	i	i	i	i	-7	i	5	17	-6	-0.7
COc1ccc(OC)c2sc(NC(=O)c3ccc(Cl)s3)nc12	i	i	i	i	-5*	-14	i	8	-1	-3	-0.1
COc1ccc(C2CC(=O)c3cnn(-c4nc(C)cc(C)n4)c3C2)cc1 (stereo not drawn)	i	i	i	i	i	-11	i	8	15	.	2.6
Cc1ccc(O)c(-c2cc(-c3ccc(F)cc3)no2)c1	i	i	i	i	i	41	i	-3	-109	-12	1.1
Clc1ccc(Nc2cc(-c3ccccc3)nc3ncnn23)cc1	i	i	i	i	i	-24	i	-11	-19	-1	-0.3
OCCN1CCN(CC(O)COc2ccc(Cl)cc2)CC1 (stereo not drawn)	i	i	i	i	i	-6	i	1	13	-7	0.1
c1ccc(N2CCN(c3nnnn3-c3ccccc3)CC2)cc1	i	i	i	i	i	8	i	-5	-19	-16	-0.2
Cc1ccc2c(c1)N(C(=O)CCC(=O)NC1CCC(C)CC1)CCO2 (stereo not drawn)	i	i	i	i	i	-27	i	-6	8	-6	0.3
N#Cc1c(C(F)(F)F)cc(-c2ccccc2)n(N)c1=O	i	i	i	i	i	-14	i	-1	1	0	-1.0
COc1ccccc1NC(=O)NCCN1CCN(c2cccc(Cl)c2)CC1	i	i	i	i	i	-24	i	-1	-5	-5	-18
Cc1ccc([N+](=O)[O-])cc1N=C(c1cccc(Br)c1)N1CCOCC1	i	i	i	i	i	-8	i	0	2	1	1.4
C=CCn1c(COc2ccc(F)cc2)nnc1SCC(=O)NC1CCS(=O)(=O)C1 (stereo not drawn)	i	i	i	i	i	.	i	.	0	-3	-0.4
Cc1ccc(CCN2CC(C(=O)NCCN3CCCCCC3)CC2=O)cc1 (stereo not drawn)	i	i	i	i	i	-22	i	3	1	-11	-1.0
Cc1c(NC(=O)c2ccc(F)cc2)c(=O)n(-c2ccccc2)n1C	i	i	i	i	i	-38	i	-6	-18	-5	-0.1
CC1=NC(C(F)(F)F)(C(F)(F)F)C(C#N)=C(C)N1	i	i	i	i	i	-12	i	-5	2	-4	-0.3
CCN(CC)S(=O)(=O)c1cccc(C(=O)OCC(=O)Nc2ccc3c(c2)c2ccccc2n3CC)c1	i	i	i	i	i	-3	i	5	-30	-10	0.3
CS(=O)(=O)Cc1cccc(C(=O)NC2CCSc3ccccc32)c1 (stereo not drawn)	i	i	i	i	i	-20	i	4	13	2	-1.0
CCOc1ccc(C(=O)NCc2ccc3c(c2)OCO3)cc1OCC	i	i	i	i	i	-35	i	-3	40	-5	-0.8
COC(=O)c1[nH]c2cc(OC)ccc2c1NC(=O)CCN1CCN(c2cccc(C)c2C)CC1	i	i	i	i	i	-22	i	5	32	-7	-0.2
CC1CN(Cc2nnc(-c3ccccc3)o2)CC(C)O1 (stereo not drawn)	i	i	i	i	i	-14	i	-5	-4	3	-0.2
C/C(=N\NC(=O)c1nnn(-c2nonc2N)c1-c1ccc2c(c1)OCO2)c1ccc(F)cc1	i	i	i	i	i	-16	i	-8	20	3	-0.3
COc1ccc(CN2C(=O)c3cccnc3C2Nc2cc(Cl)ccc2OC)cc1 (stereo not drawn)	i	i	i	i	i	-30	i	-2	24	1	-0.5
COc1cccc(NC(=O)c2cccc(OC)c2OC)c1	i	i	i	i	i	-96	i	-1	-168	-4	-9.7
O=c1cc(-c2c(F)c(F)c(F)c(F)c2F)oc2c(F)c(F)c(F)c(F)c12	i	i	i	i	i	-33	i	0	-12	9	-0.5
CC(C)Cn1c(=O)c2ccccc2n2c(CCC(=O)NCC3CCCO3)nnc12 (stereo not drawn)	i	i	i	i	i	9	i	-2	17	-1	-0.1
NC(=O)c1cc([N+](=O)[O-])ccc1NCc1cccnc1	i	i	i	i	i	23	i	0	9	4	-0.3

Full records from above:
`COC(=O)c1c(-c2cccc(C)c2)csc1N` as listed: TRPC6 inh: i; TRPC4 block: i; TRPC6 activator: i; TRPC4 agonist: i; MrgX1 antag: i; KLF5 inh: -7; TRPC4 PAM: i; IEC-6 cytotox: 5; aSyn UTR inh: 17; SKKanGAS inh: -6; HIF act: -0.7
`Cc1c(NC(=O)c2ccc(F)cc2)c(=O)n(-c2ccccc2)n1C` as listed: TRPC6 inh: i; TRPC4 block: i; TRPC6 activator: i; TRPC4 agonist: i; MrgX1 antag: i; KLF5 inh: -38; TRPC4 PAM: i; IEC-6 cytotox: -6; aSyn UTR inh: -18; SKKanGAS inh: -5; HIF act: -0.1
